High-throughput results deposited in PubChem BioAssay by The Scripps Research Institute Molecular Screening Center.
DAX1 inh-1 = NR0B1 (DAX1) inhibition; P51843; HEK293 Gal4-DAX1 luciferase reporter, luminescence; inhibition, % at 6.75 µM; 0.99% of 340,000 active; AID 504766;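 active means inhibition above the mean over all tested compounds plus 3 SD, cut at about 4.2% in these data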;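 further: 0% = DAX1-transfected cells with DMSO and 100% = empty-vector control cells with DMSO; inhibition shows as a rise in luminescence from relieved DAX1 repression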
Target sequence (P51843 207-470 limits assumed): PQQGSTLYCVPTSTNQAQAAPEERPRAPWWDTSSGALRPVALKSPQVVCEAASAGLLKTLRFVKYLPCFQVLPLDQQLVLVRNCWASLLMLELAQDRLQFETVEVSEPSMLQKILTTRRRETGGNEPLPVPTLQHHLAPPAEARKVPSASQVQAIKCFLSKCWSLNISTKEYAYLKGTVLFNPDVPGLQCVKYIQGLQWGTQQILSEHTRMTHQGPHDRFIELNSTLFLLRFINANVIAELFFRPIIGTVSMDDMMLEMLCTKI
GAA850 FXN act = increases GAA850 frataxin promoter reporter activity; HEK293 lucGAA850 FXN promoter luciferase reporter, 24 h; percent of 10 µM SAHA response; activation, % at 6 µM; 0.56% of 360,000 active; AID 540364;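 active means activation above the average of all compounds screened plus 3 SD, cutoff fixed separately per campaign, cut at about 7.5% in these data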;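 further: 0% = DMSO wells and 100% = 10 µM SAHA wells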
DAX1 inh-2 = inhibitors of DAX1 repression of SF-1 activated StAR promoter | HEK293T StAR-luciferase reporter, SF-1/DAX-1 repression relief | inhibition, % at 6.8 µM | 1.1% of 370,000 active | AID 652010;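 active means inhibition above the mean over all tested compounds plus 3 SD, cut at about 3.6% in these data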;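 further: 0% = DAX-1 cells with DMSO and 100% = cells lacking DAX-1 with DMSO; higher inhibition means more luminescence from relief of DAX-1 repression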
PLC-gamma1 inh = blocks human PLC-gamma1 enzyme activity | purified PLC-gamma1, fluorogenic substrate, fluorescence | inhibition, % at 12.2 µM | 0.84% of 370,000 active | AID 720700; in the data active means inhibition above about 9.5%
hcDAF-12 act = activates DAF-12 receptor from parasite H. contortus. HEK293 hcDAF-12 lit1-tk-luc reporter, luminescence; 0% DMSO, 100% Δ7-dafachronic acid. activation, % at 6.8 µM. 1.4% of 370,000 active;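 active means activation above the mean of all tested compounds plus 3 SD, cut at about 5.5% in these data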;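 further: 100% = response to 3 µM Δ7-dafachronic acid high control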
hgDAF12 agonist = hgDAF-12 agonism, primary luciferase screen | HEK293 GAL4-hgDAF12 UAS-luciferase reporter, agonist luminescence; normalized to butyrate control | activation, % at 6.8 µM | 1.8% of 370,000 active | AID 687014;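 active means activation above a cutoff set at the mean of all screened compounds plus 3 SD, cut at about 10% in these data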;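 further: 0% = DMSO wells and 100% = sodium butyrate wells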
ssDAF-12 act = S. stercoralis DAF-12 activation, primary screen; HEK293 ssDAF-12/GRIP1 lit1-tk-luc reporter, luminescence; % of 3 µM dafachronic acid response; activation, % at 6.8 µM; 1% of 370,000 active; AID 652126;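 active means activation above the mean over all tested compounds plus 3 SD, cut at about 0.9% in these data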;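 further: 0% = DMSO-only wells and 100% = 3 µM delta7-dafachronic acid wells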
HGIII-sPLA2 inh = Blocks human group III sPLA2 activity; Q9NZ20; QFRET BODIPY PC-A2 liposome hydrolysis, fluorescence; inhibition, % at 12.2 µM; 0.56% of 370,000 active; AID 743126;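 active means inhibition above mean plus 3 SD of compounds lying within the high and low control bounds, cut at about 19% in these data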;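 further: 0% = median of test compound wells and 100% = no enzyme DMSO wells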
ADAM17 inh = ADAM17 inhibition, QFRET primary screen | P78536 | recombinant ADAM17, EDANS/DABCYL FRET peptide cleavage | inhibition, % at 6.95 µM | 0.83% of 370,000 active;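 active means inhibition above the mean of compounds lying between control limits plus 3 SD, set per campaign, cut at about 8.5% in these data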;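 further: 0% = DMSO-only wells as the low control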
Target sequence (P78536 215-824 limits assumed): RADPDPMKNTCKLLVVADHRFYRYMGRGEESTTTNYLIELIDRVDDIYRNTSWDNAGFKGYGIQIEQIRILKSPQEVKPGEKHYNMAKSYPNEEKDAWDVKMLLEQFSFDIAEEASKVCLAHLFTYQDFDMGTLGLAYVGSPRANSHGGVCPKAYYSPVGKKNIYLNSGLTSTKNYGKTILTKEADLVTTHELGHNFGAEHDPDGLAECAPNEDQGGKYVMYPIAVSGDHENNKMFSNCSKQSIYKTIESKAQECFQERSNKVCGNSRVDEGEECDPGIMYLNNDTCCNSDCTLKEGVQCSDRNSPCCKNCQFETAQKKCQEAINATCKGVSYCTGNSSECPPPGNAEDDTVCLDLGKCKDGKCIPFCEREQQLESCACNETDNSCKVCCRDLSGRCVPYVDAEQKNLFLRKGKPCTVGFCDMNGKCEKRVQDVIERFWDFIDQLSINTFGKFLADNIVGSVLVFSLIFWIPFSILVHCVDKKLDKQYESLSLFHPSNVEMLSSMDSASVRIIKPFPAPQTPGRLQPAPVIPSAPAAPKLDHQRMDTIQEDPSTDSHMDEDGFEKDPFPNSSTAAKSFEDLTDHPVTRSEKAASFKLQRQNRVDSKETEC
ADAM10 inh = inhibitors of human ADAM10; O14672; recombinant ADAM10, EDANS/DABCYL FRET peptide cleavage, 3 h; inhibition, % at 7 µM; 0.62% of 370,000 active; AID 720582;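 active means inhibition above a per-campaign cutoff equal to the mean of compounds falling between control-based bounds plus 3 SD, cut at about 20% in these data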;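 further: 0% = DMSO wells while the 100% control is not disclosed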
PLC-beta3 inh = PLC-beta3 (human) inhibition, primary screen; Q01970; Purified PLC-beta3, fluorogenic substrate, fluorescence; inhibition, % at 12.2 µM; 0.18% of 370,000 active; AID 720704; in the data active means inhibition above about 11%;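 further: 0% = median of compound wells on plate and 100% = full blocker control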
An asterisk follows results filed as active; i = inactive; x = not tested or not shown.

SMILES	DAX1 inh-1	GAA850 FXN act	DAX1 inh-2	PLC-gamma1 inh	hcDAF-12 act	hgDAF12 agonist	ssDAF-12 act	HGIII-sPLA2 inh	ADAM17 inh	ADAM10 inh	PLC-beta3 inh
CC(C)(CC(=O)O)CC(=O)Nc1ccc(Cl)c(Cl)c1	2.3	0.1	0.3	-6	1.1	-1.3	-0.8	0	0	-5	-7
O=C(COC(=O)/C=C/c1cccc(C(F)(F)F)c1)NCc1ccco1	0.7	0.0	1.1	-5	1.7	2.9	-1.5	5	-1	-10	-7
COc1ccccc1NC(=O)N1CCCC1C(=O)NCc1ccccc1 (centres undefined)	1.4	-0.1	-0.4	1	-1.8	3.3	-1.0	-4	-1	0	3
O=C(NCCC1=CCCCC1)C1CCN(C(=O)Nc2ccccc2)CC1	0.4	0.8	-0.5	1	-0.5	0.1	-1.2	-1	0	7	0
CCOC(=O)C(=O)Nc1cc(C)on1	0.7	1.0	0.7	4	0.7	-2.1	-1.0	9	-2	0	0
CC1CCCC(C)N1C(=O)COC(=O)CNS(=O)(=O)c1ccc2ccccc2c1 (centres undefined)	-0.8	2.5	-0.1	2	-1.2	0.1	-1.1	-15	3	11	0
CSc1cccc(CNC(=O)C2CCC(=O)N(CC3CCCCC3)C2)c1 (centres undefined)	0.3	1.8	-0.8	4	-1.3	-2.4	-1.2	-6	2	-10	-1
Cc1ccc(CC2CC(=O)N(c3nc(C)cc(C)n3)C2=O)cc1 (centres undefined)	0.6	0.4	-0.9	1	-0.5	4.4	-1.4	-3	-1	2	-4
CCCCCCCc1nc2sc3c(c2c(=O)n1N)CC(C)(C)OC3	0.6	1.1	-0.1	-1	-1.6	0.5	-1.8	0	-3	-1	-3
COCC(=O)N(Cc1cc2cc(OC)ccc2[nH]c1=O)c1ccccc1	-0.7	2.2	-0.2	-69	1.3	2.6	-0.5	9	-191	i	-78
COc1ccc(CC2(CO)CCN(Cc3cnn(C)c3C)CC2)cc1	4.9*	-1.0	-0.6	1	-1.1	1.4	-2.0	-3	-1	1	-6
Cc1c(C(=O)N2CCC(N3CCSCC3)CC2)oc2c(F)cccc12	0.8	-0.7	0.4	2	-0.4	-0.5	-0.8	-1	-5	7	-3
O=C(O)Cn1nc(-c2ccccc2)cc1-c1ccccc1	2.7	0.4	0.1	0	2.9	1.6	-0.8	-3	1	9	-4
O=C(Cc1ccc(Cl)cc1)c1c[nH]c(C(=O)NCCCN2CCOCC2)c1	-0.2	3.4	0.2	-1	-1.5	-3.8	0.1	3	-6	-18	-3
Cc1ccc(Cl)cc1N1CCN(C(=O)c2ccc(CN3CCOCC3)cc2)CC1	-2.2	1.6	-0.4	9	-3.5	-2.4	-2.0	-20	5	-10	3

Of the compounds above, these have a furan ring, fused or not.
SMILES	DAX1 inh-1	GAA850 FXN act	DAX1 inh-2	PLC-gamma1 inh	hcDAF-12 act	hgDAF12 agonist	ssDAF-12 act	HGIII-sPLA2 inh	ADAM17 inh	ADAM10 inh	PLC-beta3 inh
O=C(COC(=O)/C=C/c1cccc(C(F)(F)F)c1)NCc1ccco1	0.7	0.0	1.1	-5	1.7	2.9	-1.5	5	-1	-10	-7
Cc1c(C(=O)N2CCC(N3CCSCC3)CC2)oc2c(F)cccc12	0.8	-0.7	0.4	2	-0.4	-0.5	-0.8	-1	-5	7	-3

The list goes on.
SMILES	DAX1 inh-1	GAA850 FXN act	DAX1 inh-2	PLC-gamma1 inh	hcDAF-12 act	hgDAF12 agonist	ssDAF-12 act	HGIII-sPLA2 inh	ADAM17 inh	ADAM10 inh	PLC-beta3 inh
CCOC(=O)N1CCN(Cc2nc3cc(NC(=O)CC(C)C)ccc3n2CC)CC1	0.7	-3.7	-1.1	-2	-1.5	1.6	-1.8	12	-7	-18	-14
CCCNC(=O)c1ccccc1N1CCN(CCCCN2C(=O)C3CCCCN3C2=O)CC1 (centres undefined)	0.2	2.7	-0.2	-5	-0.1	-0.3	-1.6	-1	-6	-12	-15
COc1ccc(S(=O)(=O)NCCCn2ccnc2)cc1Cl	1.5	0.3	0.0	0	0.4	1.4	-0.7	-1	4	6	-4
OC[C@H]1O[C@@H](O[C@@H]2[C@@H](CO)O[C@@](O)(CO)[C@H]2O)[C@H](O)[C@@H](O)[C@H]1O	0.5	1.6	-0.1	-1	-1.1	-4.2	-0.7	-3	-4	-1	1
CC(C)c1ccc(CN(C)CC(O)c2ccccc2)cc1 (centres undefined)	0.6	-2.3	-0.2	4	-1.6	0.1	-2.0	1	-6	-12	-6
CC(C)=C(NC(=O)c1ccccc1Cl)C(=O)NCCc1nc2ccccc2[nH]1	0.7	1.5	-0.7	-3	1.2	1.1	-0.3	-3	-3	-10	-5
O=C(Nn1c(-c2ccc(F)cc2)nc2ccccc2c1=O)c1cccnc1	0.6	-0.9	-0.5	0	1.4	-0.6	-0.6	1	-2	-9	1
O=C(O)C1CCCN(S(=O)(=O)c2ccc(Br)cc2)C1 (centres undefined)	1.7	-1.1	0.7	-1	-0.4	0.7	-1.7	0	-1	6	3
CCc1nnc(NC(=O)c2nn(-c3ccccc3)nc2C)s1	-0.6	0.9	0.6	-5	1.0	-0.3	-1.0	-1	-1	-7	-13
COc1ccc(CC(=O)OCC(=O)N2CCCc3ccccc32)cc1	0.5	0.7	3.1	9	-0.2	-3.4	-0.6	-5	6	1	-6
O=c1c2oc3ccccc3c2ncn1Cc1cccc(Cl)c1	0.3	2.4	-0.8	1	0.1	3.3	-0.9	0	-4	3	2
Cc1ccc(NC(=O)CSc2nnc3ccccn23)c(Cl)c1	4.0	1.5	2.8	-2	2.9	8.3	0.6	3	-6	-8	-5
CC1CCCCC1Nc1nc2ccc(Cl)cc2n2cnnc12 (centres undefined)	-0.8	3.0	-0.3	-1	-3.1	-2.5	-1.8	10	-1	-20	-9
O=C(CN1C(=O)COc2ccccc21)NCCCN1CCOCC1	-0.5	1.2	0.1	-1	-2.6	-1.4	-1.2	1	0	0	-3
CCCCCOC(=O)Cn1c(=O)c2c(nc(N3CCOCC3)n2C)n(C)c1=O	-0.1	-1.1	-1.0	4	-2.1	-2.5	-1.6	1	-1	-3	3
Cc1cccc(-c2cccc3c4c([nH]c23)[C@@H]2C[C@H]3[C@@H](C(=O)N2CC4)[C@H](C)ON3C)c1	x	x	-1.1	-243	-3.4	-1.4	-1.4	-7	-57	-183	-346
COc1ccc(NC(=O)Cn2c(=O)n(-c3ccccc3)c(=O)c3sccc32)c(OC)c1	1.4	0.4	0.0	4	0.1	-1.8	-1.3	2	-2	5	-4
CCOC(=O)c1c(C)n(C)c2cc(OCCN(CC)CC)ccc12	0.1	0.1	0.2	4	-1.0	2.1	-1.1	6	2	1	2
OC(COc1c(Br)cc(Br)cc1Br)CN1CCOCC1 (centres undefined)	-0.3	-0.4	-0.9	9	-1.4	-1.0	-1.5	-3	0	6	2
O=C(Cc1ccc(Cl)cc1Cl)Nc1ccncc1	-3.3	-2.0	-10	1	-3.7	-4.8	-2.0	-6	-3	0	-6
COc1cc(OC)c(NS(=O)(=O)c2ccc(Cl)c(C(=O)OC(C)C(=O)N3CCCC3)c2)cc1Cl (centres undefined)	-1.6	1.1	-1.2	3	-3.4	-4.8	-2.2	-11	2	6	-1
COC(=O)c1ccc(N2CCN(C)CC2)c(NC(=O)c2cc3ccccc3o2)c1	0.2	-1.5	0.1	0	4.7	1.3	-0.5	-3	-1	3	0
CN(C)c1ccc(C(=O)/C=C/c2ccccc2)cc1	1.5	6.3	1.6	-23	0.9	10	-0.9	-2	5	7	-20
COc1ccc(Cn2cccc(NC(=O)Nc3cccc(OC)c3)c2=O)cc1	-2.3	-1.6	-1.6	-8	-3.2	-1.5	-1.7	-26	-6	-11	-13
COc1cccc(C2CC(c3cccs3)=NN2S(C)(=O)=O)c1OC (centres undefined)	-0.5	1.9	-0.7	1	-0.4	-2.0	-0.8	3	-3	-4	-2
COC(=O)/C=C/C(=O)Nc1cccnc1	-0.2	-2.9	0.8	4	0.0	-1.9	-0.9	1	-1	3	0
CCC(=O)Nc1ccc(-c2nnc(-c3ccccc3)o2)cc1	2.3	0.3	4.5*	-7	2.5	10*	0.8	-5	-15	-44	-12
O=C(CN(c1ccccc1F)S(=O)(=O)c1ccccc1)Nc1ccccc1C(=O)N1CCOCC1	-0.3	1.6	-0.7	0	-1.4	-5.7	-1.1	4	-5	2	-2
COc1ccc(OC)c(CN2CCC(C(=O)N(C)CCc3ccc(OC)c(OC)c3)CC2)c1	2.7	2.2	0.2	-1	-1.6	-1.4	-0.7	5	-8	-27	-6
Cc1cc(C)c(NC(=O)CSc2nc3ccc(NC(=O)CSc4nnnn4Cc4ccccc4)cc3s2)c(C)c1	-1.1	-1.1	0.2	-2	1.1	-0.2	-1.4	-1	0	5	1
N/C(=N\OC(=O)COc1ccc2ccccc2c1)c1cccnc1	-1.0	2.7	-1.0	0	-1.4	6.2	-1.0	-16	5	6	-3
COc1ccc(NC(=O)CCNS(=O)(=O)c2ccccc2F)cc1S(=O)(=O)N1CCOCC1	0.0	-0.6	-0.2	4	-1.1	4.8	-1.5	13	-2	-11	-5
O=C(NCc1ccccc1)C1CCCN(C(=O)Nc2ccccc2)C1 (centres undefined)	0.6	1.9	0.6	-1	0.2	4.0	-1.1	3	-1	6	2
COc1cccc(C(=O)/C=C/Nc2ccc(S(=O)(=O)Nc3onc(C)c3C)cc2)c1	0.5	1.1	3.2	0	13*	9.5	-0.5	-9	0	8	-1
O=C(Nc1ccc(Br)cc1)c1ccc2ncsc2c1	-1.7	5.4	1.8	-10	4.6	19*	1.0*	-8	-7	-13	-20
CCOc1ccc(OCC)c(NC(=O)CC2Oc3ccccc3NC2=O)c1 (centres undefined)	-1.1	-0.9	-1.4	3	3.3	-1.8	-1.5	1	-2	-4	-2
CCNC(=O)c1c(NC(=O)c2cc(-c3cc(C)cc(C)c3O)n[nH]2)sc2c1CCCC2	-0.2	0.9	0.2	-4	1.2	-1.2	-1.0	-2	-2	-3	-3
CCCN(CCC)CC(O)CN(c1ccccc1)S(=O)(=O)c1ccc(C)cc1 (centres undefined)	1.0	-1.0	0.1	-1	-1.0	2.3	-0.6	4	1	-7	4
O=C(CN1CCCCC1)Nc1ccc(N2CCCCCC2)cc1	-1.2	2.0	0.8	1	0.2	2.6	-0.9	8	-7	-8	-7
CCOC(=O)[C@]12CCC=C1N(Cc1ccccc1)C(=O)[C@H](CC(=O)NCC13CC4CC(CC(C4)C1)C3)C2	x	x	-0.7	4	2.6	-0.5	-1.4	-12	4	11	1
Cc1cc2c(C)nc(N/N=C/c3ccc([N+](=O)[O-])cc3)nc2o1	0.1	1.8	0.5	-2	0.0	0.1	-1.0	0	0	-5	1
C=CCn1c(Cc2ccc(OC(C)C)c(Cl)c2)nnc1SCC(N)=O	-0.6	1.2	-0.3	-1	-0.2	-1.0	-0.4	-4	3	0	0
COCCCNC(=O)c1cc2cc3cc(OC)ccc3nc2o1	-0.7	0.1	0.2	-476	0.0	-0.5	-1.2	3	-343	i	i
